Screening data deposited in PubChem BioAssay by several laboratories.
bIAP inhibitor – bovine intestinal alkaline phosphatase inhibitors, primary screen, selectivity assay for TNAP inhibitor project, biochemical, bovine IAP, CDP-star luminescence; inhibition, % at 20 µM; alkaline phosphatase, intestinal [Bos taurus]; purified bovine IAP, 30 min; AID 1019, 2008; 190,000 tested, under 10 active;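 active = over 50% inhibition of intestinal alkaline phosphatase at 20 µM in the single-dose screen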
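System: Purified bovine intestinal alkaline phosphatase (IAP) enzyme | Input: IAP diluted 1/65,000,000 in the well | Also added: CDP-star chemiluminescent phosphatase substrate, 30 µM final | Dosing: 20 µM single dose | Times: Enzyme reaction for 30 min at room temperature | Detection: Luminescence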
PPARg SRC-1 ag – PPARgamma agonists recruiting SRC-1 coactivator, primary screen, biochemical; activation, % at 8 µM; PPARgamma-SRC-1 coactivator recruitment biochemical assay; 0.41% of 200,000 active; in the data active = activation above about 19%;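 note: 0% = DMSO and 100% = reference agonist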
Target sequence (P37231 whole entry, looked up): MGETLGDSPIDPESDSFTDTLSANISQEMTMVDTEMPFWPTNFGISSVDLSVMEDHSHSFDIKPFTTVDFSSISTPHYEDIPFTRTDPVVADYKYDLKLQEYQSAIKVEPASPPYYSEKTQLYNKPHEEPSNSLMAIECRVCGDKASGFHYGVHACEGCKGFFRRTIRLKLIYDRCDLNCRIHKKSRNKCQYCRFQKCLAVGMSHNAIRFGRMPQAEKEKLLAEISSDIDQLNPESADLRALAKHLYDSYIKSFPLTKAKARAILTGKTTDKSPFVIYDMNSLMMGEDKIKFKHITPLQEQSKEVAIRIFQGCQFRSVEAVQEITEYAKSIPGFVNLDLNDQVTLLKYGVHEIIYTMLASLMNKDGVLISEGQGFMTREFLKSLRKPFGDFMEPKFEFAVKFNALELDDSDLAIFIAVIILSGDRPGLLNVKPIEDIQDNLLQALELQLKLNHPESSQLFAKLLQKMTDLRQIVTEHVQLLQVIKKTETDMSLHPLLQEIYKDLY
PPARg SRC2 recr – agonists of PPARg-SRC-2 recruitment, primary screen, biochemical, HTS; Peroxisome proliferator-activated receptor gamma (Homo sapiens), P37231; PPARgamma LBD-SRC-2 recruitment; activation, % at 8 µM; 0.34% of 200,000 active; AID 1032, 2008; in the data active = activation above about 22%;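 note: 0% = vehicle and 100% = reference agonist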
S1P3 antag – S1P3 receptor antagonists, primary screen, cell-based; Sphingosine 1-phosphate receptor 3 (Homo sapiens), Q99500; AID 485, 2006; CHO S1P3 NFAT-BLA reporter, FRET fluorescence, antagonist mode; inhibition, % at 4.98 µM; 0.27% of 170,000 active;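 active = inhibition above the plate cutoff, the mean inhibition of test wells on that plate plus 3 SD, cut at about 28% in these data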;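 note: cells challenged with S1P at its EC80 of 0.8 µM; blue over green emission ratio from cleaved BLA substrate after 4 h stimulation; 0% = S1P-stimulated wells and 100% = unstimulated DMSO-only wells; some compounds past the cut are filed as inactive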
bIAP activator – bovine intestinal alkaline phosphatase activators, primary screen, biochemical, bovine IAP, CDP-star luminescence. alkaline phosphatase, intestinal [Bos taurus]. purified bovine IAP, 30 min; hits give high values; fold of DMSO-control signal, blank-subtracted. activation factor at 20 µM. 0.17% of 200,000 active;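 active = activation factor of 2 or more at 20 µM, a signal rise over negative controls twice the positive control's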
PPARg SRC3 recr – PPARgamma agonists recruiting SRC-3 coactivator, primary screen, biochemical. activation, % at 8 µM. 0.26% of 200,000 active. biochemical PPARgamma/SRC-3 coactivator recruitment assay. Peroxisome proliferator-activated receptor gamma (Homo sapiens), P37231; in the data active = activation above about 23%;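 note: 0% = DMSO and 100% = reference agonist; some compounds past the cut are filed as inactive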
L major viab – Leishmania major promastigote growth inhibition, primary screen | Leishmania major promastigotes, resazurin fluorescence viability | inhibition, % at 10 µM | 9% of 200,000 active | AID 1063, 2008; in the data active = inhibition above about 50%;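 note: promastigotes grown with compound for 44 hours at 28 °C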
TLR4 MyD88 comp – inhibitors of TLR4-MyD88 association in cells, primary screen, cell-based, HeLa CL3-4, BLA complementation, FRET ratio | Toll-like receptor 4 (Homo sapiens) + Myeloid differentiation primary response protein … | HeLa CL3-4 TLR4/MyD88 BLA complementation | inhibition, % at 8.4 µM | 0.18% of 200,000 active; in the data active = inhibition above about 25%;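 note: 0% = vehicle and 100% = reference inhibitor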
DTT redox prof – compounds producing H2O2 with reducing agent – biochemical, NIH compound library profiling, artefact control for MLSCN library redox annotation, primary screen; activation, % at 10 µM; 0.03% of 200,000 active; DTT-dependent redox cycling H2O2, phenol red/HRP absorbance; 100% = 100 µM peroxide control, 0% = buffer; AID 878, 2007;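 active = activation of at least 50% relative to the plate's high and low controls in the primary single-dose screen; inactive = activation below 50%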;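 note: compound incubated with DTT at 0.8 mM final as the reducing agent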
SRC2 TRFRET art – TR-FRET signal artefacts, primary screen, artefact control for PPARgamma SRC-2 agonist project, biochemical. TR-FRET artefact counter-screen; hits give high values. TR-FRET ratio at 8 µM. 0.4% of 200,000 active; in the data active = TR-FRET ratio above about 2000; note: inactives centre near 1500
ROMK mod – ROMK potassium channel modulators, primary screen, cell-based, thallium flux, MLSMR library; ATP-sensitive inward rectifier potassium channel 1 (Homo sapiens), P48048; Tet-inducible ROMK, thallium flux fluorescence; actives lie on both sides; B-score at 10 µM; 2% of 130,000 active; AID 1918, 2009;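 active = signal ratio slope over the read window, or its plate-corrected B-score, at least 3 SD from the plate mean, either direction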;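 note: B-score of the F/F0 ratio slope over 7 to 12 s after thallium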
Target sequence (P48048 whole entry, looked up): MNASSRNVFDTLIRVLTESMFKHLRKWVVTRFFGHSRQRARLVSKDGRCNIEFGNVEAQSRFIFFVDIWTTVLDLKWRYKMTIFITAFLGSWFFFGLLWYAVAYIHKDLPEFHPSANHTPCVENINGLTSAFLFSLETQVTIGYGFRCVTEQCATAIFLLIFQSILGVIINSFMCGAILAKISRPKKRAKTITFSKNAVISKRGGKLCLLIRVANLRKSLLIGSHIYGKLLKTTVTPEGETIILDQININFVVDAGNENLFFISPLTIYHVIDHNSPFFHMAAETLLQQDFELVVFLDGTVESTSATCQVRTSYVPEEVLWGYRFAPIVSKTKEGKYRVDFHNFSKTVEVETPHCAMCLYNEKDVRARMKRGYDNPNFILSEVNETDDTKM
* = called active by the depositor; . = no result given.

SMILES	bIAP inhibitor	PPARg SRC-1 ag	PPARg SRC2 recr	S1P3 antag	bIAP activator	PPARg SRC3 recr	L major viab	TLR4 MyD88 comp	DTT redox prof	SRC2 TRFRET art	ROMK mod
Cc1cc(=O)oc2cc(OCc3ccc(C(=O)N4CCN(c5ccc([N+](=O)[O-])cc5)CC4)cc3)ccc12	23	-2	-2	-7	0.8	-3	12	-7	-0.3	1605	0.48
COc1ccc(NC(=O)C2CCCN2C(=O)OCc2ccccc2)c(OC)c1 (stereo not drawn)	-2	9	-2	36	1	1	-7	4	-2.0	1441	.
Cc1cc(N)n(Cc2ccc(Cl)cc2)n1	1	-2	-3	-23	1	1	15	-5	-1.5	1605	0.66
O=C(Nc1ccc2c(c1)C(=O)NC2=O)c1ccc2ncsc2c1	-2	7	6	-20	1	5	-6	-9	-0.6	1716	-1.7
O=C(Cc1ccccc1)NNc1c2ccccc2nc2ccccc12	6	7	-1	4	0.9	7	31	2	0.1	1478	-0.14
O=C(NCc1ccco1)NC12CC3CC(CC(C3)C1)C2	5	5	0	.	1	4	-2	-6	-0.1	1618	-0.18
COCC(C)NC(=O)C(C)Oc1ccccc1 (stereo not drawn)	1	12	4	-1	1	7	-5	-6	-0.5	1581	0.54
Cc1ccc(NC(=O)c2ccc(S(=O)(=O)N3CCOCC3)cc2)nc1	9	1	6	.	0.9	0	1	-7	0.1	1647	-1.2
CCC(CC)NC(=O)c1cc(OC)c(OC)cc1[N+](=O)[O-]	6	7	-1	.	0.9	-5	-1	0	-3.6	1624	.
C=CCNC(=O)CN1CCC(n2c(C)nc3cc(C(F)(F)F)ccc32)CC1	0	5	1	.	1	0	0	-7	0.1	1442	0.58
CCN(Cc1ccccc1)S(=O)(=O)c1cc(C(=O)O)ccc1OC	7	4	-1	-2	0.9	-3	-9	-13	0.1	1676	1
COc1cccc(C2NC(=O)NC(C)=C2C(=O)Nc2ccc(C)cc2)c1 (stereo not drawn)	8	10	-9	10	0.9	-1	-2	2	-1.0	1474	.

Looked up by structure from above:
SMILES	bIAP inhibitor	PPARg SRC-1 ag	PPARg SRC2 recr	S1P3 antag	bIAP activator	PPARg SRC3 recr	L major viab	TLR4 MyD88 comp	DTT redox prof	SRC2 TRFRET art	ROMK mod
COc1ccc(NC(=O)C2CCCN2C(=O)OCc2ccccc2)c(OC)c1 (stereo not drawn)	-2	9	-2	36	1	1	-7	4	-2.0	1441	.
O=C(Nc1ccc2c(c1)C(=O)NC2=O)c1ccc2ncsc2c1	-2	7	6	-20	1	5	-6	-9	-0.6	1716	-1.7
COc1cccc(C2NC(=O)NC(C)=C2C(=O)Nc2ccc(C)cc2)c1 (stereo not drawn)	8	10	-9	10	0.9	-1	-2	2	-1.0	1474	.

(continued)
SMILES	bIAP inhibitor	PPARg SRC-1 ag	PPARg SRC2 recr	S1P3 antag	bIAP activator	PPARg SRC3 recr	L major viab	TLR4 MyD88 comp	DTT redox prof	SRC2 TRFRET art	ROMK mod
CN(C)CCCNc1ncc(C(F)(F)F)cc1Cl	3	-6	-2	-5	1	-3	2	-5	0.2	1631	0.06
CCC(Sc1ccccn1)C(=O)Nc1cccc([N+](=O)[O-])c1 (stereo not drawn)	-4	3	3	-8	1	5	12	-9	1.0	1788	0.083
COc1ccc(N2CSC3=C(C#N)C(c4cccs4)CC(=O)N3C2)cc1 (stereo not drawn)	-10	30*	29*	-3	1.1	39*	10	8	-0.3	2277*	.
CCn1c([N+](=O)[O-])nc2c1c(=O)[nH]c(=O)n2C	-15	-1	-3	7	1.1	1	100*	16	-2.0	1466	0.32
CCCCCOc1ccc(CSc2ncn[nH]2)cc1	7	3	7	.	0.9	10	-2	-4	0.8	1615	.
CCN(CC)S(=O)(=O)c1ccc(Cl)c(C(=O)NCC2CCCO2)c1 (stereo not drawn)	7	0	0	-9	0.9	1	-4	-5	0.0	1597	.
Brc1cnc(N2CCCCC2)nc1N1CCOCC1	-1	-5	-7	.	1	-9	-2	4	0.2	1502	-0.58
CC(C)C(C(=O)Nc1nccs1)c1ccccc1 (stereo not drawn)	4	3	1	27	1	6	7	-6	-0.8	1633	-0.65
CC1CCc2cc(F)ccc2N1C(=O)CSc1nnc2c3cc(F)ccc3n(C)c2n1 (stereo not drawn)	-4	0	6	-12	1	2	2	1	0.5	1626	.
CC(=O)c1ccc(NC(=S)Nc2ccn(Cc3ccc(Br)cc3)n2)cc1	14	0	6	-8	0.9	5	-10	-20	0.0	1643	-0.068
CCCCc1nnc(NC(=O)C(C)Sc2nc(N)cc(=O)[nH]2)s1 (stereo not drawn)	-4	3	3	.	1	4	-5	-1	0.1	1637	1.8
Nc1nnc(-c2ccc(Cl)c(Cl)c2)s1	10	2	-3	-12	0.9	-2	5	6	-2.0	1538	-0.25

In a second layout: entries from further up.
| canonical_smiles | bIAP inhibitor | PPARg SRC-1 ag | PPARg SRC2 recr | S1P3 antag | bIAP activator | PPARg SRC3 recr | L major viab | TLR4 MyD88 comp | DTT redox prof | SRC2 TRFRET art | ROMK mod |
| --- | --- | --- | --- | --- | --- | --- | --- | --- | --- | --- | --- |
| COc1ccc(N2CSC3=C(C#N)C(c4cccs4)CC(=O)N3C2)cc1 (stereo not drawn) | -10 | 30* | 29* | -3 | 1.1 | 39* | 10 | 8 | -0.3 | 2277* | . |
| CCn1c([N+](=O)[O-])nc2c1c(=O)[nH]c(=O)n2C | -15 | -1 | -3 | 7 | 1.1 | 1 | 100* | 16 | -2.0 | 1466 | 0.32 |
| CCCCCOc1ccc(CSc2ncn[nH]2)cc1 | 7 | 3 | 7 | . | 0.9 | 10 | -2 | -4 | 0.8 | 1615 | . |
| CCN(CC)S(=O)(=O)c1ccc(Cl)c(C(=O)NCC2CCCO2)c1 (stereo not drawn) | 7 | 0 | 0 | -9 | 0.9 | 1 | -4 | -5 | 0.0 | 1597 | . |
| Brc1cnc(N2CCCCC2)nc1N1CCOCC1 | -1 | -5 | -7 | . | 1 | -9 | -2 | 4 | 0.2 | 1502 | -0.58 |

Next records follow:
SMILES	bIAP inhibitor	PPARg SRC-1 ag	PPARg SRC2 recr	S1P3 antag	bIAP activator	PPARg SRC3 recr	L major viab	TLR4 MyD88 comp	DTT redox prof	SRC2 TRFRET art	ROMK mod
CCn1c(=O)cc(OCC(=O)N2CCN(c3cccc(C(F)(F)F)c3)CC2)c2ccccc21	-1	-1	7	-6	1	4	7	7	-0.9	1500	.
Cc1cc(C)c(S(=O)(=O)Nc2ccc(C(N)=O)cc2)c(C)c1	8	0	1	-6	0.9	4	-1	-6	-0.1	1474	1
O=C(CCCc1nc(-c2ccccc2Cl)no1)NCc1cccnc1	-6	6	1	-26	1.1	4	-7	2	-1.9	1450	0.093
N#Cc1c2c(c(Nc3ccccc3)n3c1nc1ccccc13)CCC2	2	2	0	.	1	6	8	-7	2.9	1431	.
COc1ccc(CSc2nnc(C)n2N)cc1Br	14	2	-3	.	0.9	17	-5	0	1.4	1597	1.4
Cc1ccc2[nH]c(O)c(N=NC(=O)C(C)n3cnc4ccccc4c3=O)c2c1 (stereo not drawn)	27	0	2	5	0.7	1	44	2	-0.8	1629	.
CCC(=O)Nc1ccc(N2CCN(C(=O)c3cccs3)CC2)cc1	1	0	7	-24	1	4	-1	-15	-0.3	1508	-1.1
CC12CCC(C(N)=O)(C1Br)C2(C)C (stereo not drawn)	4	-1	3	-3	1	0	47	6	0.2	1488	0.76
COc1ccc(-c2nc(CNS(=O)(=O)c3ccc(OC)c(OC)c3)cs2)cc1	18	6	-8	.	0.8	10	7	-9	-3.5	1609	.
CC1CN(S(=O)(=O)c2cccc(C(=O)Nc3ccc4c(c3)CCC4)c2)CC(C)O1 (stereo not drawn)	20	4	9	-3	0.8	4	85*	-2	-0.2	1708	-0.67
O=C(NC1CCCCC1)c1cccs1	8	3	7	.	0.9	-4	10	-14	0.0	1562	1.1
O=C(NCCc1ccc(F)cc1)C1CCCCC1	-9	-13	-7	-14	1.1	-1	-3	-6	-0.8	1308	0.0097
COC(=O)c1ccccc1NC(=O)COc1ccccc1	12	-7	-1	35	0.9	5	-3	-5	-0.5	1691	.
COc1ccc(CC(=O)N2CCN(c3ccccn3)CC2)cc1	12	8	9	-3	0.9	1	-2	0	-0.5	1506	.
Cc1ccc(-c2nc3ncccc3o2)cc1NC(=O)CC(C)C	-2	-3	-1	7	1	-8	92*	-11	-0.5	1623	0.87
CCCCN(CC)Cc1ccc(CNC(=O)Nc2ccc(OC)cc2OC)o1	2	3	10	10	1	3	0	-10	2.5	1440	.
CCCCCOC(=O)c1ccccc1C(=O)O	-4	2	1	-23	1	-4	-8	7	-2.5	1483	.
COc1ccc(C)cc1NC(=O)C(OC(=O)CNC(=O)c1cc(C)cc(C)c1)c1ccccc1 (stereo not drawn)	13	7	2	-13	0.9	2	-3	3	-0.1	1494	.
O=C(O)c1csc(-n2nc(-c3ccccc3)cc2C(F)(F)F)n1	-39	2	3	10	1.4	1	1	-15	-0.2	1777	0.22
O=C(N/N=C1\CCc2ccccc21)c1ccccc1O	16	4	8	0	0.8	1	-5	-2	0.6	1430	.
O=C(COC(=O)Cn1cnc2ccccc2c1=O)Nc1cc(Cl)ccc1[N+](=O)[O-]	-4	6	6	0	1	-4	-7	-12	-0.4	1644	.
CC(C)c1ccc(/C=C/C(=O)NCCC2=CCCCC2)cc1	-6	8	9	30*	1.1	-4	4	-10	-0.6	1682	-0.2
CCCN(CCO)Cc1ccc2ccccc2c1	-6	0	2	.	1.1	4	3	1	0.0	1503	0.73
CCCC(=O)C1C(=O)CC(C)(C)C(c2cc(C)no2)C1=O (stereo not drawn)	9	-1	-1	-2	0.9	-4	-6	-1	0.7	1655	-0.52
N#Cc1cc(N)ccc1Sc1ccccc1	6	4	-2	.	0.9	4	0	4	2.5	1564	.
Cc1ccc(S(=O)(=O)NCCc2nnc3ccc(SCc4cccnc4)nn23)cc1	-11	9	14	9	1.1	2	-7	-8	0.7	1543	.
CCCCN1C(=O)NC(NC(=O)C2CC2)(C(F)(F)F)C1=O (stereo not drawn)	15	-4	-7	-7	0.8	5	-3	3	-0.1	1591	-0.034
COc1ccc(N2CCN(C(=O)CN(c3cccc(Br)c3)S(C)(=O)=O)CC2)cc1	1	-6	-1	25	1	-5	5	-1	1.5	1443	.
